# ELG1 repair inh: qHTS screen for small molecules that inhibit ELG1-dependent DNA repair in human embryonic kidney (HEK293T) cells expressing luciferase-tagged ELG1 | HEK293T ELG1-luciferase reporter, luminescence, 16 h; DNA damage induced by 5-fluorouridine | Potency, µM (doses to about 46.1 µM), inactives show top-dose activity change, negative = inhibition, hits mostly inhibitors | 330,000 compounds, 2.3% hits | AID 504467, 2011; note: potency is the fitted concentration of half-maximal effect; % is set by controls: 0 for no effect and ±100 for the full control effect; nearly all actives have a fitted effect of over 55% in size
#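 In this reporter screen, reduction of luminescence relative to DMSO vehicle indicated activity. Compounds and 5-fluorouridine were added together to 2,000 cells per well, incubated for 16 hr at 37 °C, then developed with ONE-Glo.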
# Integrin act MD: qHTS for Activators of Integrin-Mediated Alleviation for Muscular Dystrophy; 350,000 compounds, 0.064% hits; Potency, µM (series often up to 38.3 µM), for inactives: at the highest dose activation, usual class: activators; alpha7betagal myoblasts, beta-gal FDG fluorescence, 48 h;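 note: potency is the fitted concentration of half-maximal effect; 100% = response of the positive control SU9516; nearly all actives have a fitted effect of over 60% in size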
#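 alpha7betagal+/- myoblasts (passage 13, 250/well) treated 48 h at 37C with compounds at 1:260 dilution of DMSO stock. Lysed, then beta-galactosidase activity read as FDG fluorescence (ex 480/em 540) after 30 min, with pre-read for autofluorescence.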
# S-ASM inh: Inhibitors of Secretory Acid Sphingomyelinase (S-ASM): qHTS. AID 504937, 2011. Sphingomyelin phosphodiesterase (Homo sapiens), P17405. placental ASM, HMU-PC fluorogenic substrate, 60 min. Potency, µM (doses to about 57.5 µM), inactives show at the top dose activity change, negative = inhibition, most hits filed as inhibitors. 340,000 compounds, 0.006% hits; note: potency is the fitted concentration of half-maximal effect
#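 Human placenta-derived ASM enzyme was preincubated with compound for 10 minutes at room temperature, then given fluorogenic substrate HMU-PC0 (9 uM final) for 60 minutes at 37 °C; a pH 10 stop preceded fluorescence reading at Ex 386/Em 447 nm.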
# Chronic BCR inh: qHTS Assay to Find Inhibitors of Chronic Active B-Cell Receptor Signaling. 340,000 compounds, 0.05% hits. AID 493014, 2011. Potency, µM (series often up to 46.1 µM), for inactives: at the top dose ratio change, negative = lower green/red ratio, actives largely listed as inhibitors. ABC-DLBCL IkBa-CBG/CBR reporter, luminescence ratio, 4 h; active = well fitted inhibition curve with a large enough effect in the signal ratio, with a control signal flat, not every such curve was filed as active; inconclusive = small, poorly fitted or top-dose-only effect, or effect the other way, or a change in a side signal; the % refers to the signal ratio;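 note: potency is the fitted concentration of half-maximal effect; plate controls were basal doxycycline-induced cells for no effect and cells given 10 µM MG132 for full effect; MG132 reads +100%, hits lower the ratio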
#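 TMD8 human ABC-DLBCL cells with doxycycline-inducible IκBα–green luciferase fusion and unfused red luciferase, in 0.5% FBS medium; compounds up to 46 uM, 4 h at 37C. Green/red luminescence ratio, filter-overlap corrected, fitted to concentration-response curves.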
# Eya2 inh: qHTS Assay for Inhibitors of the Phosphatase Activity of Eya2 | Protein phosphatase EYA2 (Homo sapiens), O00167 | Potency, µM (highest dose often 76.9 µM), for the others: top-dose activity, negative = inhibition, hits mostly inhibitors | recombinant Eya2, OMFP fluorescence dephosphorylation (OMFP is methylfluorescein phosphate) | 330,000 compounds, 0.006% hits; note: potency is the fitted concentration of half-maximal effect; % is set by controls: 0 for no effect and ±100 for the full control effect
# Target sequence (O00167 whole entry, looked up): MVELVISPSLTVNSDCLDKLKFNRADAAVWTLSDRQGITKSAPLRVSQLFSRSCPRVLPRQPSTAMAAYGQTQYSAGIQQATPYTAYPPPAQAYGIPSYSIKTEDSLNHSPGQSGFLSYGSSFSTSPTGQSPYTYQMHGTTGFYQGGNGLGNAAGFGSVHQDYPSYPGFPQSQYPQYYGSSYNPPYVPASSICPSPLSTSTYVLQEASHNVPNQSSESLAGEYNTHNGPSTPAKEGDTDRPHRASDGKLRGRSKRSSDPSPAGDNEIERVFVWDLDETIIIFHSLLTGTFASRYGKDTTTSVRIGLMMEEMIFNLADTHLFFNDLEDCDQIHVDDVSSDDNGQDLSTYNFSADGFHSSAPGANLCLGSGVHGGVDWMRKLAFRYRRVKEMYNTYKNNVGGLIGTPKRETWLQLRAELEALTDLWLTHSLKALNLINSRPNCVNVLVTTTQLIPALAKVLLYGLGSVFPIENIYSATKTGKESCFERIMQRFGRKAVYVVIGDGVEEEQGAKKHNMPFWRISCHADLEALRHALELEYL
#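 Eya2 (0.2 uM) preincubated 10 min at ambient with compound, then OMFP substrate added at 50 uM; 10 min reaction in 50 mM HEPES pH 7.5, 50 mM NaCl, 5 uM MgCl2, 0.05% BSA, 1 mM DTT. Fluorescence read at Ex 485/Em 525 nm.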
# Tb PFK inh: qHTS Assay to Find Inhibitors of T. brucei phosphofructokinase; ATP-dependent 6-phosphofructokinase (Trypanosoma brucei brucei), O15648; T. brucei PFK, ADP-Glo luminescence; Potency, µM (highest dose often 57.5 µM), for inactives: at the top dose activity, negative = inhibition, most hits filed as inhibitors; 330,000 compounds, 0.17% hits; AID 485367, 2010;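 note: potency is the fitted concentration of half-maximal effect; 0% = uninhibited 1x PFK enzyme wells and -100% = no-enzyme wells; nearly all actives have a fitted effect of over 60% in size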
# Target sequence (O15648 whole entry, looked up): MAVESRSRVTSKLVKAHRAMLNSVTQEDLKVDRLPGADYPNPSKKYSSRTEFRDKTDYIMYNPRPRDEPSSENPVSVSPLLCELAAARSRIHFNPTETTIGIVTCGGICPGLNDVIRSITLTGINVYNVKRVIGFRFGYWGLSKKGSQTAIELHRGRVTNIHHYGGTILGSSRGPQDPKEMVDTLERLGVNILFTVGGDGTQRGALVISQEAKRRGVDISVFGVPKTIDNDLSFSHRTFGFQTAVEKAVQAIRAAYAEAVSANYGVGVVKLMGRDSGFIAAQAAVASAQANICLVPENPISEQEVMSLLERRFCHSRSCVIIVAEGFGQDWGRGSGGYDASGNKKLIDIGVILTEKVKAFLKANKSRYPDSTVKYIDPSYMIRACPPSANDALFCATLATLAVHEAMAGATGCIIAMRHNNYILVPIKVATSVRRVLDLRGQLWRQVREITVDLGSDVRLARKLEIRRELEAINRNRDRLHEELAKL
#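 In TEA buffer at pH 8.0 with 5 mM MgCl2, enzyme (1.25 nM) converted F6P (0.5 mM) and ATP (0.1 mM) for 45 min at room temperature. ADP product was read by luciferase luminescence.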
# TCR act: Activators of T cell receptors: qHTS campaign; Potency, µM (titrated, usually from 9.22 µM), for inactives: at the highest dose activation of IL-2 secretion, usual class: activators; 330,000 tested, under 10 active; primary human leukocytes, anti-CD3, IL-2 HTRF, 48 h; note: % of control where 0% means no effect
#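 TCR engagement came from a-CD3 beads alone, with compounds added to primary human leukocytes for 48 hr. Secreted IL-2 bridged europium cryptate- and d2-labelled anti-IL-2 antibodies, giving FRET emission at 665nm after 320nm excitation.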
# Mito fusion act: qHTS Assay for Small Molecule Inhibitors of Mitochondrial Division or Activators of Mitochondrial Fusion | 320,000 compounds, 0.23% hits | Potency, µM (titrated, usually from 46.1 µM), inactives show at the highest dose growth rescue (activation), most hits filed as activators | S. cerevisiae fusion-defective mutant growth rescue, CellTiterGlo 48 h;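 note: potency is the fitted concentration of half-maximal effect; % of control where 0% means no effect; nearly all actives have a fitted effect of over 45% in size; temperature-sensitive fusion mutants such as fzo1-1 at 37 °C on non-fermentable ethanol glycerol medium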
#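 Temperature-sensitive fusion-defective S. cerevisiae (e.g. fzo1-1, mgm1-5) were grown with compound in YPEG medium (3% ethanol, 3% glycerol) for 48 hours at 37C. Growth rescue was measured as viability by CellTiterGlo luminescence after 10 minutes at ambient.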
# TSG101-PTAP inh: qHTS Assay for Iinhibitors of HIV-1 Budding by Blocking the Interaction of PTAP/TSG101 | Tumor susceptibility gene 101 protein (Homo sapiens), Q99816 | Fluorescence polarization, FITC-PTAP peptide / Tsg101 binding | Potency, µM (doses to about 115 µM), for inactives: at the highest dose activity change, negative = inhibition, hits mostly inhibitors | 340,000 tested, under 10 active; active = well fitted inhibition curve with a large enough effect in the main read-out, with a control signal flat, not every such curve was filed as active; inconclusive = small, poorly fitted or top-dose-only effect, or effect the other way, or a change in a side signal; inactive = no such curve, though single readings can be large or run the other way; note: potency is the fitted concentration of half-maximal effect; % of control where 0% means no effect
#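 Fluorescence anisotropy tracks displacement of a FITC-tagged PTAP peptide (50 nM) from the Tsg101 binding domain (10 uM), following a 20 min room-temperature incubation at pH 7.5.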
# TSHR antag: Antagonists of the Thyroid Stimulating Hormone Receptor: HTS campaign; Thyrotropin receptor (Homo sapiens), P16473; TSHR-expressing cells, TSH-stimulated cAMP HTRF, 2 h; stronger effect = lower value; activity change, negative = inhibition, % at 11.5 µM; 330,000 compounds, 0.2% hits;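 active = activity change below a set negative limit, meaning inhibition stronger than a set level, cut at about -70% in these data; inconclusive = activity change between two set negative limits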; note: % is set by controls: 0 for no effect and ±100 for the full control effect
#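 TSHR-expressing cells, 200/well, pre-treated with compound, then stimulated with EC80 TSH (4nM final) for 2 hours at 37 deg C. cAMP measured by competitive HTRF: anti-cAMP cryptate antibody in lysis buffer plus cAMP-d2, read after 30 minutes at room temperature.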
# A-T KAP1 phos: qHTS Assay for Identifying a Potential Treatment of Ataxia-Telangiectasia | […] A-T fibroblasts, KAP-1 phosphorylation AlphaLISA; neocarzinostatin DNA damage 30 min before lysis | Potency, µM (series often up to 57.5 µM), for the others: at the top dose activation, hits mostly activators | 320,000 compounds, 0.19% hits | AID 485349, 2010; note: potency is the fitted concentration of half-maximal effect; % of control where 0% means no effect; nearly all actives have a fitted effect of over 45% in size
#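 ATM-like activity read as KAP-1 phosphorylation via AlphaLISA donor/acceptor antibody pairs after lysis and 6 hr at 25C. Cells were ATM-null patient fibroblasts ([…], hTERT), dosed 60 min, then exposed to the DSB inducer NCS for 30 min.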
# Starred values were filed as active, the others as inactive; ? = inconclusive; · = not tested or not shown; [ ] = dose if it differs, or a comment. Unless noted, calls come from the whole dose curve; as a rule, active = well fitted curve in the direction sought with a large enough effect; inconclusive = small, poorly fitted or top-dose-only effect, or another doubt; inactive = no such curve, though single readings can be large; an effect the other way counts as inactive or inconclusive.
SMILES,ELG1 repair inh,Integrin act MD,S-ASM inh,Chronic BCR inh,Eya2 inh,Tb PFK inh,TCR act,Mito fusion act,TSG101-PTAP inh,TSHR antag,A-T KAP1 phos
COCC(=O)N(Cc1cc2cccc(C)c2[nH]c1=O)c1ccccc1,9%,-29%,-5%,4%,-3%,2%,-2%,2%,-2%,-6,8%
Cc1ccc(Cl)c(OC(=O)c2ccc(N3CCOCC3)c([N+](=O)[O-])c2)c1,-10%,-7%,-10%,10%,12%,0%,3%[46.1 µM],21%,0%,-13,2%
COc1cc(Cl)c(C)cc1NC(=O)CSCC#N,-1%,21%,3%,?,3%,2%,0%[46.1 µM],-2%,0%,0,-2%
Cc1cc(C)c[n+](-c2nc3ccccc3nc2[N-]S(=O)(=O)c2cccs2)c1,1%,0%,-1%,0%,-2%,0%,3%[46.1 µM],-5%,-2%,6,0%
Cc1cc(C(C)(C)C)cc(C)c1CCNC(=O)c1c(C)noc1C,15%,-17%,-4%,9%,0%,2%,2%,14%,0%,-23,0%
C[C@@H]1C=C(C(=O)N2CCN(Cc3ccccc3)CC2)O[C@H](OCc2ccc(CO)cc2)C1,-13%,9%,2%,-11%,5%,2%,-3%,-1%,2%,-13,13%
Cn1ccc(C(=O)N/N=C/c2c[nH]c3ccccc23)n1,?,-1%,-1%,?,17%,-12%,11%,11%,1%,-3,9%
O=C(CSc1nc2[nH]ncc2c(=O)[nH]1)Nc1ccccc1,-2%,25%,3%,?,-8%,-5%,-2%,6%,0%,-2,1%
COc1cc(NC(=O)COc2c(C)cc(C)cc2[N+](=O)[O-])c(OC)cc1Cl,?,2%,-1%,0%,-1%,0%,4%[46.1 µM],14%,-1%,-1,3%
O=C(O)CCC(=O)N1c2ccccc2NC2=C(C(=O)CC(c3ccc(F)cc3)C2)C1c1ccc([N+](=O)[O-])o1 (stereo not drawn),-30%,0%,-1%,4%,4%,-8%,1%,1%,-6%,84,13%
COC(=O)c1cccc(OC(N)=O)c1,-3%,9%,3%,2%,1%,-3%,-4%,-4%,-6%,-5,5%
COc1ccc(C)cc1NC(=O)c1nnn(Cc2cc(C)ccc2C)c1N,25%,4%,-2%,0%,-9%,0%,-1%,9%,-9%,15,-15%
CN1CCN(C(=O)/C=C/c2cn(-c3ccccc3)nc2-c2ccc3c(c2)OCCO3)CC1,10µM*,-45%[inhibitor],0%,1%,-4%,-2%,-1%,1%,3%,-9,1%
CSCCC(NC(=O)c1ccc(Cl)cc1Cl)C(=O)N1CC(C)OC(C)C1 (stereo not drawn),-2%,-11%,0%,0%,12%,0%,·,3%,-2%,-1,-5%
N#CCC(=O)Nc1ccc(C(=O)OCC(=O)N2CCN(C(=O)c3ccco3)CC2)cc1,8%,16%,4%,?,-4%,?,-4%[46.1 µM],·,1%,0,11%
O=C(CCC(=O)N1CCN(c2ccccc2F)CC1)c1ccc(F)cc1,8%,-1%,4%,0%,0%,-3%,-2%,5%,0%,7,-10%
COc1ccc(S(=O)(=O)N(C)c2ccc(C(=O)NCc3ccncc3)cc2)cc1,-6%,-9%,1%,6%,-3%,?,-7%,1%,-1%,1,2%
COC(=O)CC1COc2ccccc2N1S(=O)(=O)c1ccc(OC)cc1 (stereo not drawn),?,-17%,1%,?,-10%,2%,0%,18%,-1%,-10,0%
CCOC(=O)c1c(C)[nH]c(C)c1C(=O)CSc1nc2ccccc2n1CC,?,-4%,3%,8%,2%,4%,2%[46.1 µM],2%,0%,-7,-1%
CCCCOc1ccc(C)cc1CN(CCO)CCO,1%,24%,0%,?,-8%,3%,7%,-3%,-1%,22,·
COCC(=O)Nc1nc(-c2ccccc2)ns1,?,14%,-3%,?,-15%,4%,-1%,4%,0%,10,11%
O=C(CSc1nc2ccccc2n1CC(=O)N1CCCCC1)N1CCCCC1,18%,-24%,3%,11%,-6%,-17%,-1%,-9%,1%,9,3%
COC(=O)CCC(=O)Nc1ccc(S(=O)(=O)Nc2cc(OC)nc(OC)n2)cc1,18%,?,1%,3%,3%,-25%,6%,-1%,-2%,18,-1%
CCOC(=O)Cc1csc(/N=C/c2c(O)n(-c3ccc(C)cc3C)c(=O)c3ccccc23)n1,?,17%,67%[activator],1%,-13%,0%,-1%[46.1 µM],12%,-4%,-3,3%
COc1cc(CCC(=O)Nc2cc(C)cc(C)c2)cc(OC)c1OC,?,-20%,-1%,-11%,6%,-8%,-3%,-10%,-2%,9,3%
Cc1cc(NC(=O)CSCC(=O)OCC(=O)c2cccc(Br)c2)no1,?,23%,2%,?,0%,-3%,8%,0%,0%,32,3%
COc1cc2c(cc1OC)-c1cc(NC3CC3)nc(=O)n1CC2,?,1%,19%,-88%,-6%,2%,5%,-2%,-4%,-1,3%
CCSc1nc(C)nc2sc(C)c(C)c12,1%,-13%,-6%,?,-2%,-2%,-1%,-1%,-3%,-1,-4%
CN1C(=O)NC(c2ccccc2)(C(F)(F)F)S/C1=C(/C#N)c1nnc(N2CCOCC2)n1-c1ccccc1 (stereo not drawn),18%,-27%,1%,?,4%,5%,-5%[46.1 µM],-3%,-9%,-2,-3%
CCc1nc(NCCN)c(C#N)c2c1CSC(C)(C)C2,-3%,-32%,0%,0%,8%,-3%,-2%,-3%,-3%,-3,-4%
COc1ccc(C(C)=O)cc1CN(c1ccccc1OC)S(=O)(=O)c1cccs1,?,-21%,0%,15%,9%,5%,-3%,2%,-3%,10,0%
COc1ccc([N+](=O)[O-])cc1NC(=O)C(C)OC(=O)C1c2ccccc2Oc2ccccc21 (stereo not drawn),?,-9%,-2%,-25%,3%,0%,1%[46.1 µM],7%,-1%,11,-1%
O=c1c(-c2ccccc2)c[nH]n1-c1cccc([N+](=O)[O-])c1,?,25%,5%,?,-16%,-6%,-11%,2%,-15%,2,-6%
COCCOCC(=O)Nc1ccc(S(=O)(=O)Nc2cc(C)nc(C)n2)cc1,1%,?,7%,-1%,-9%,2%,·,0%,1%,-11,8%
C[C@H](CO)N1C[C@H](C)[C@@H](CN(C)C(=O)Nc2ccccc2)Oc2ccc(NS(=O)(=O)c3ccccc3)cc2C1=O,0%,-18%,2%,0%,7%,6%,-5%,·,1%,-2,6%
Cc1nn(CC(=O)N/N=C/c2ccc3c(c2)OCO3)c(C)c1Br,7%,29%,7%,2%,-13%,-2%,-2%[46.1 µM],-7%,0%,7,0%
O=C(c1ccc(Cl)c(Cl)c1)N1CCN(Cc2ccc3c(c2)OCO3)CC1,-12%,18%,-1%,?,4%,-6%,-11%,3%,-8%,4,7%
CC(C)(C)c1ccc(OCCC(=O)OCC(=O)N2c3ccccc3NC(=O)C2(C)C)cc1,9%,0%,-4%,-2%,-11%,-5%,0%,26%,0%,-5,-1%
Cc1ccc(C)c2[nH]c(=O)c(C(c3nnnn3C3CCCC3)N3CCOCC3)cc12 (stereo not drawn),-17%,13%[7.66 µM],2%,-17%,-5%,-2%,5%,4%,-4%,9,-2%
CN(C)c1ccc(/C=N/NC(=O)c2ccn(C)n2)cc1,?,6%,240%[activator],?,0%,-5%,-14%,-1%,0%,-5,7%

# Screens deposited in PubChem BioAssay by National Center for Advancing Translational Sciences (NCATS).

# Not a hit list. Share with any hit: about 3.2%.
